N-glyco inh = N-linked glycosylation inhibition. D54 ERlucT glycosylation luciferase reporter, 24 h; percent of 100 nM tunicamycin response. reporter increase, % at 12.5 µM. hit rate 0.23% among 360,000. AID 588692;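 active = mean luciferase reporter signal, scaled so untreated is 0 and the glycosylation-blocking control 100, at or above a set limit in every replicate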;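 note: luciferase carries N-glycosylation sites so blocking glycosylation raises the light; 0% = median of neutral control wells and 100% = median of 100 nM tunicamycin wells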
Exocytosis inh = blocks lytic granule exocytosis; TALL-104 LAMP-1 surface exposure, flow cytometry; cells stimulated with thapsigargin and PMA; inhibition, % at 10 µM; hit rate 0.66% among 360,000; AID 651702;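 active = inhibition above about 55%, limit read from the data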
HTR2A ag = agonists of mouse serotonin 5-HT2A receptor (HTR2A) | P35363 | CHO-K1 mHTR2A beta-arrestin complementation, luminescence; percent of 30 µM serotonin response | activation, % at 7.6 µM | hit rate 0.66% among 360,000;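 active = activation above a run cutoff, the mean activation of all tested compounds plus 3 SD, cut at about 14% in these data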;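 note: 0% = plate median of compound wells and 100% = 30 µM serotonin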
MC4R ag barr = activates human MC4R beta-arrestin recruitment; P32245; activation, % at 8.9 µM; U2OS MC4R beta-arrestin complementation, luminescence; percent of melanotan II response, DMSO zero; AID 540308; hit rate 0.98% among 360,000;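 active = activation above a per-plate cutoff, the mean activation of sample wells on that plate plus 3 SD, cut at about 8% in these data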
Target sequence (P32245 whole entry, looked up): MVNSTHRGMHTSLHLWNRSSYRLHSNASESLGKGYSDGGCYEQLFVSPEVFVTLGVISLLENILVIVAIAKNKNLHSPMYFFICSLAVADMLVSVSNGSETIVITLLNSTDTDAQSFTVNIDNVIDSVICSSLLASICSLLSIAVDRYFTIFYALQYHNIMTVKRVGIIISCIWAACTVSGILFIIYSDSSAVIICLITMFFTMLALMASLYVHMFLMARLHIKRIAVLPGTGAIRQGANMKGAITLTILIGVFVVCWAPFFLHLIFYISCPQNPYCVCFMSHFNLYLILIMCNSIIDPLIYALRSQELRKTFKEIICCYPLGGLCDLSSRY
H9c2 protect = modulators protecting cardiomyocytes from myocardial damage; protection from H2O2 cell death, % at 20 µM; H9c2 cardiomyocytes, H2O2 injury protection, ATPLite, 2 h; AID 588492; hit rate 0.63% among 360,000;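 active = compounds giving at least 50% protection of heart cells from peroxide-induced death in the single-dose screen, raw or plate-pattern-corrected value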;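 note: 0% = DMSO wells with peroxide and 100% = DMSO wells without peroxide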
ABHD5 PLIN5 PPI = inhibitors of human ABHD5-perilipin-5 interaction | Q00G26+Q8WTS1 | Split G. princeps luciferase complementation, luminescence, 4 h | inhibition, % at 4 µM | hit rate 0.78% among 360,000 | AID 602281;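 active = inhibition above the mean inhibition across every tested compound plus 3 SD, cut at about 22% in these data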;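 note: 0% = DMSO only wells and the 100% control is not disclosed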
iPSC survival up = enhancers of human iPSC single-cell survival. hiPSC single-cell survival, ATPlite luminescence; 100% = ROCK inhibitor wells, 0% = DMSO. survival enhancement, % at 20 µM. hit rate 0.044% among 360,000. AID 602274; in the data active = survival enhancement above about 18%;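 note: cells exposed to compounds for 16 hours before the ATP read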
MC4R antag cAMP = human MC4R antagonism in cAMP assay; MC4R-expressing cells, MTII-stimulated cAMP, LANCE TR-FRET; inhibition, % at 6.5 µM; hit rate 0.48% among 360,000;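 active = inhibition above its plate's cutoff, the mean of tested wells on that plate plus 3 SD, cut at about 29% in these data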;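 note: 0% = Melanotan II alone and 100% = Melanotan II plus saturating MCL0020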
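system = U2OS cells with stable human MC4R expression | also added = Melanotan II challenge after compound preincubation | dosing = one concentration, 6.5 µM nominal | incubation = compound 30 min, challenge 1 h, detection 1 h | measured by = TR-FRET with Eu-cAMP and labeled anti-cAMP, 671 nm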
aDG glyco act = increases alpha dystroglycan glycosylation | Pro5-aDG cells, alpha-DG glycosylation AlphaScreen (IIH6); 0% Pro5, 100% B10-LARGE cell signal | activation, % at 10 µM | hit rate 0.22% among 360,000;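 active = activation of at least 8% versus controls, or a plate z-score of at least 8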;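 note: Pro5 are CHO cells carrying HIG-tagged alpha-DG that lacks glycosylation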
ABCB6 inh 2 = human ABCB6 transporter inhibition; hit rate 0.19% among 360,000; fluorescence ratio to DMSO, % at 10 µM; Q9NP58; K562-ABCB6 porphyrin accumulation, flow cytometry, 1 h; stronger effect = lower value; AID 602162;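 active = fluorescence ratio to DMSO below 75%, the collection mean minus 3 SD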;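 note: signal is porphyrin accumulated inside mitochondria; 100% equals median channel fluorescence of DMSO control wells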
Active calls of the source: *.

The opening 5 records as a preview:
SMILES	N-glyco inh	Exocytosis inh	HTR2A ag	MC4R ag barr	H9c2 protect	ABHD5 PLIN5 PPI	iPSC survival up	MC4R antag cAMP	aDG glyco act	ABCB6 inh 2
C=CCN(C(=O)CN1CCCCC1)c1nc(-c2ccccc2)cs1	-2	15	-5	3.8	-4	3	-0.1	1	0.0	107
Cc1ccc(-n2ncc3c(=O)[nH]c(SCC(=O)N4CCCCC4)nc32)cc1	4	0	7	-0.3	32	-9	2.0	3	-0.2	106
CC(C)OC(=O)Cn1c(-c2ccccc2)c(-c2ccccc2)nnc1=O	1	-3	1	0.9	-3	7	0.0	-3	-0.1	98
CCN1C(=O)C(O)(CC(=O)C(C)(C)C)c2cc(Br)ccc21 (stereo not drawn)	-1	0	-1	-1.5	1	-3	0.8	18	0.0	97
Cc1ccc(C(=O)Nc2nc3n(n2)C(c2ccccc2)CC(=O)N3)cc1 (stereo not drawn)	1	-2	-1	0.9	16	-2	-0.1	6	-0.1	97

All compounds of this part (from the top)
SMILES	N-glyco inh	Exocytosis inh	HTR2A ag	MC4R ag barr	H9c2 protect	ABHD5 PLIN5 PPI	iPSC survival up	MC4R antag cAMP	aDG glyco act	ABCB6 inh 2
C=CCN(C(=O)CN1CCCCC1)c1nc(-c2ccccc2)cs1	-2	15	-5	3.8	-4	3	-0.1	1	0.0	107
Cc1ccc(-n2ncc3c(=O)[nH]c(SCC(=O)N4CCCCC4)nc32)cc1	4	0	7	-0.3	32	-9	2.0	3	-0.2	106
CC(C)OC(=O)Cn1c(-c2ccccc2)c(-c2ccccc2)nnc1=O	1	-3	1	0.9	-3	7	0.0	-3	-0.1	98
CCN1C(=O)C(O)(CC(=O)C(C)(C)C)c2cc(Br)ccc21 (stereo not drawn)	-1	0	-1	-1.5	1	-3	0.8	18	0.0	97
Cc1ccc(C(=O)Nc2nc3n(n2)C(c2ccccc2)CC(=O)N3)cc1 (stereo not drawn)	1	-2	-1	0.9	16	-2	-0.1	6	-0.1	97
CCCc1nn(C)c(C(=O)Nc2cccc(Cl)c2)c1Cl	-8	2	2	4.8	-12	1	3.7	16	0.4	106
CC(C)[C@H](NC(=O)c1ccccc1)C(=O)NC1CCCCCCC1	0	-10	-3	-2.0	-4	-7	-2.2	16	-0.2	108
O=C(c1cc(-c2ccncc2)nc2ccccc12)N1CCOCC1	3	-1	2	-1.6	0	2	-0.4	1	-0.1	98
CCCCN(Cc1cc2cccc(C)c2[nH]c1=O)S(C)(=O)=O	2	-4	1	-1.0	-6	4	-0.2	4	0.0	103
Cc1ccc(OCC(=O)NNC(=O)Cc2ccc(S(=O)(=O)N3CCOCC3)s2)cc1	2	7	4	0.1	-7	3	-0.3	11	-0.2	102
Cn1c2ccccc2c2cnn(CC(=O)N3CCCCC3)c(=O)c21	0	5	5	-1.0	16	2	-0.1	13	0.0	98
Cc1cc([N+](=O)[O-])cc(/C=N\NC(=O)C2COc3ccccc3O2)c1O (stereo not drawn)	1	1	-15	-1.6	30	-2	1.3	11	0.0	97

Random excerpt: 3 entries already listed
SMILES	N-glyco inh	Exocytosis inh	HTR2A ag	MC4R ag barr	H9c2 protect	ABHD5 PLIN5 PPI	iPSC survival up	MC4R antag cAMP	aDG glyco act	ABCB6 inh 2
CCN1C(=O)C(O)(CC(=O)C(C)(C)C)c2cc(Br)ccc21 (stereo not drawn)	-1	0	-1	-1.5	1	-3	0.8	18	0.0	97
Cc1ccc(OCC(=O)NNC(=O)Cc2ccc(S(=O)(=O)N3CCOCC3)s2)cc1	2	7	4	0.1	-7	3	-0.3	11	-0.2	102
CCCCN(Cc1cc2cccc(C)c2[nH]c1=O)S(C)(=O)=O	2	-4	1	-1.0	-6	4	-0.2	4	0.0	103

Continued:
SMILES	N-glyco inh	Exocytosis inh	HTR2A ag	MC4R ag barr	H9c2 protect	ABHD5 PLIN5 PPI	iPSC survival up	MC4R antag cAMP	aDG glyco act	ABCB6 inh 2
N#CC1CCCc2c1[nH]c1ccc([N+](=O)[O-])cc21 (stereo not drawn)	-9	0	-7	-0.6	-6	1	-0.2	-3	0.0	99
COC(=O)C1(C)NC(c2ccc(O)cc2)C2C(=O)N(c3ccc4c(c3)OCCO4)C(=O)C21 (stereo not drawn)	0	-5	2	0.6	4	1	-0.6	12	-0.4	95
CC(=O)c1cccc(-c2cnc3c(NC=O)cc(-c4cccc(C(=O)N(C)C)c4)cn23)c1	6	-2	4	6.1	73*	5	-2.3	-19	-0.3	98
O=C(CCN1CCc2ccccc2C1)Nc1ccc(F)c(F)c1	-1	-6	0	-1.7	2	4	-0.3	3	0.1	98
CCc1nc(-c2ccc(C)nc2OC)no1	1	1	-1	0.7	17	5	-2.3	-1	-0.4	93
COc1ccccc1/C=N/Nc1cc(N(C)C)nc(N(C)C)n1	2	-3	-6	0.5	-9	-7	-2.4	3	-0.1	100
COc1ccc(CC(=O)Nc2cccc(-c3ccc4nnc(C)n4n3)c2)cc1	13	8	1	-1.5	29	-3	0.1	21	-0.1	104
Cc1ccc(C(C)(C)C)c(OCCCn2ccnc2)c1	-2	-2	3	-1.9	-9	-2	1.1	8	0.7	98
CC1(C)c2[nH]c3ccccc3c2C[C@@H]2C(=O)N(Cc3ccco3)C(=O)N21	0	6	9	1.7	4	15	0.5	4	0.4	98
O=C(CC1Nc2ccccc2NC1=O)NCCc1ccccc1 (stereo not drawn)	8	1	-1	-1.2	2	-3	-0.2	0	-0.1	85
Cc1cccc(NC(=O)CSc2nc(N)cc(N)n2)c1	0	0	2	-4.0	2	4	-1.8	8	-0.4	102
CCOc1ccccc1NC(=O)CN(c1ccc(Cl)cc1)S(C)(=O)=O	-1	-11	-1	1.6	-9	-4	2.8	23	0.0	99

3 entries already listed, ordered by the number in HTR2A ag, largest number first.
structure,HTR2A ag
Cn1c2ccccc2c2cnn(CC(=O)N3CCCCC3)c(=O)c21,5
Cc1ccc(C(C)(C)C)c(OCCCn2ccnc2)c1,3
C=CCN(C(=O)CN1CCCCC1)c1nc(-c2ccccc2)cs1,-5
